ATG4B inh – inhibitors of human ATG4B cysteine protease | Q9Y4P1 | ATG4B cleavage of LC3-PLA2, NBD-HPC fluorescence, 1 h | inhibition, % at 8.33 µM | 340,000 compounds, 0.51% hits | AID 504462; in the data active = inhibition above about 40%
Target sequence (Q9Y4P1 whole entry, looked up): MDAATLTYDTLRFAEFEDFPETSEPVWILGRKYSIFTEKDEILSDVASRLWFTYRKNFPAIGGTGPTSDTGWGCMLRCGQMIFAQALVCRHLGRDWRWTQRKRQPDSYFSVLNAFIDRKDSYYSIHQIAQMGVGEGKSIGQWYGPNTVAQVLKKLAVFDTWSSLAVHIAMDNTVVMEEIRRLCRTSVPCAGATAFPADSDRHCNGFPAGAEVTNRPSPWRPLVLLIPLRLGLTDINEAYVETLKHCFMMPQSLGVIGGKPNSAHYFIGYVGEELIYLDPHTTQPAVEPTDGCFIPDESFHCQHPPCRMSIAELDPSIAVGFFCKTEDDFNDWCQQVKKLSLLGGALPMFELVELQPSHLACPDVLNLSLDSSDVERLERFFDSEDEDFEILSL
CCR6 antag – CCR6 (human) receptor antagonism. P51684. CHO-K1 CCR6 PathHunter beta-arrestin, luminescence, CCL20-stimulated. inhibition, % at 20 µM. 340,000 compounds, 0.49% hits. AID 493098;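 active = compounds whose inhibition of the agonist-driven luminescence signal at 20 µM reaches about 50%, limit read from the data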;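 also: cells stimulated with CCL20 at 14 nM final; plate controls were DMSO with CCL20 for no effect and DMSO without agonist for full effect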
Target sequence (P51684 whole entry, looked up): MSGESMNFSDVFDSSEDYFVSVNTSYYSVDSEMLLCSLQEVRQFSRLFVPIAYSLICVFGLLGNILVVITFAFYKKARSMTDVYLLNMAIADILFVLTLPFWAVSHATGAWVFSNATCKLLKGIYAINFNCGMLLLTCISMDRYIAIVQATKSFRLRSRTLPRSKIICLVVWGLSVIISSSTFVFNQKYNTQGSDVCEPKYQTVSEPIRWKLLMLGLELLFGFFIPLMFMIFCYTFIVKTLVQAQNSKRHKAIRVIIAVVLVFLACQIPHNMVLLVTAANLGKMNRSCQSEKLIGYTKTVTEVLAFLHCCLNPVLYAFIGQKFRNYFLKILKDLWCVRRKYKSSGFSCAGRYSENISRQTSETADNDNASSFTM
EBI2 block – EBI2 (human) antagonism. P32249. EBI2 beta-arrestin recruitment, luminescence, 7a,25-OHC stimulated. inhibition, % at 5 µM. 360,000 compounds, 0.81% hits. AID 651636; in the data active = inhibition above about 38%;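 also: enzyme fragment complementation signal reports receptor beta-arrestin coupling in cells; 0% = agonist plus DMSO wells and 100% = wells without agonist; some results beyond the cut were filed as inactive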
UBC13 polyUb – inhibitors of human UBC13 polyubiquitin chain formation. 330,000 compounds, 0.47% hits. P61088. inhibition, % at 20 µM. TR-FRET; in the data active = inhibition above about 45%, passing the limit was not always enough
Target sequence (P61088 whole entry, looked up): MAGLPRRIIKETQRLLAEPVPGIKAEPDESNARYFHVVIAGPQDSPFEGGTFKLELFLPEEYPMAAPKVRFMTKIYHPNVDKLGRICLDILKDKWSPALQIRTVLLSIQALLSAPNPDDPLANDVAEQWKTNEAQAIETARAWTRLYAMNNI
APJ agonist – agonists of human APJ apelin receptor. P35414. CHO-K1 APJ PathHunter beta-arrestin, luminescence; 0% DMSO wells, 100% apelin. activation, % at 20 µM. 330,000 compounds, 0.11% hits;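 active = activation more than six SD over the plate average, tested at 20 µM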;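 also: 0% = DMSO alone and 100% = apelin-13 at 10 nM; some results filed as inactive read as strong as hits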
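Test system: CHO-K1 APJ beta-arrestin complementation cell line. Amount: cell density 1000 per well. Controls: DMSO negative, 10 nM Apelin-13 positive. Signal: luminescent beta-gal fragment complementation, chemiluminescent substrate. Read-out basis: agonist-driven arrestin binding to APJ. Timing: compound stimulation 90 min at 25 °C, detection 60 min.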
CXCR6 block – blocks human CXCR6 beta-arrestin recruitment; 360,000 compounds, 0.36% hits; CHO-K1 PathHunter CXCR6 beta-arrestin, luminescence; inhibition, % at 20 µM; O00574; AID 602244; in the data active = inhibition above about 34%, passing the limit was not always enough;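 also: antagonist mode with CXCL16 agonist at 10 nM final; 0% = 10 nM CXCL16 with DMSO and 100% = unstimulated wells without agonist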
Gli-Sufu antag – Gli-Sufu pathway antagonism. Sufu-KO-LIGHT fibroblasts, Gli luciferase reporter luminescence. AID 588413. inhibition, % at 5 µM. 340,000 compounds, 0.74% hits;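 active = inhibition above about 55%, limit read from the data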;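 also: 0% = DMSO-treated cells and 100% = wells with medium but no cells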
APJ antag – blocks the human apelin receptor APJ | P35414 | CHO-K1 APJ beta-arrestin complementation, luminescence | inhibition, % at 20 µM | 330,000 compounds, 0.32% hits | AID 2521;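 active = inhibition above about 40% at 20 µM, limit read from the data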;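 also: cells challenged with 10 nM apelin-13 agonist together with compound; plate controls were apelin-13 plus DMSO wells for no effect and DMSO wells lacking apelin-13 for full effect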
Numbers without * were called inactive.

Start of the data: the first three entries, to show the layout:
`Cc1ccc(-n2nc(C(=O)N/N=C/c3cccc(C(F)(F)F)c3)c3ccccc3c2=O)cc1C` gave ATG4B inh 10.0, CCR6 antag -0.5, UBC13 polyUb -7.7, APJ agonist -3.5, Gli-Sufu antag 0.1 and APJ antag 8.6.
Screening COc1cc(C2OC(c3cc(OC)c(OC)c(OC)c3)C(C)C2C)cc(OC)c1OC (centres undefined) returned ATG4B inh -23.9, CCR6 antag -7.4, EBI2 block 9.8, UBC13 polyUb 11.5, APJ agonist -1.7, CXCR6 block 8.7, Gli-Sufu antag -6.3 and APJ antag 6.7.
For Cc1ccc(NC(=O)CN2C(=O)S/C(=C\c3cc(C)n(C)c3C)C2=O)cc1 the results were ATG4B inh 0.0, CCR6 antag 19.5, EBI2 block 3.5, UBC13 polyUb -8.3, APJ agonist -0.9, CXCR6 block -0.3, Gli-Sufu antag -5.4 and APJ antag 16.4.

This part in full, previewed entries included:
`Cc1ccc(-n2nc(C(=O)N/N=C/c3cccc(C(F)(F)F)c3)c3ccccc3c2=O)cc1C` gave ATG4B inh 10.0, CCR6 antag -0.5, UBC13 polyUb -7.7, APJ agonist -3.5, Gli-Sufu antag 0.1 and APJ antag 8.6.
Screening COc1cc(C2OC(c3cc(OC)c(OC)c(OC)c3)C(C)C2C)cc(OC)c1OC (centres undefined) returned ATG4B inh -23.9, CCR6 antag -7.4, EBI2 block 9.8, UBC13 polyUb 11.5, APJ agonist -1.7, CXCR6 block 8.7, Gli-Sufu antag -6.3 and APJ antag 6.7.
For Cc1ccc(NC(=O)CN2C(=O)S/C(=C\c3cc(C)n(C)c3C)C2=O)cc1 the results were ATG4B inh 0.0, CCR6 antag 19.5, EBI2 block 3.5, UBC13 polyUb -8.3, APJ agonist -0.9, CXCR6 block -0.3, Gli-Sufu antag -5.4 and APJ antag 16.4.
`O=C(NNc1ccc(C2CCCCC2)cc1)C(O)(c1ccccc1)c1cccs1` (centres undefined) gave ATG4B inh 67.3*, CCR6 antag 24.1, EBI2 block 40.8*, UBC13 polyUb 1.3, APJ agonist -9.5, CXCR6 block -8.4, Gli-Sufu antag -6.8 and APJ antag 31.3.
COc1ccc(S(=O)(=O)Nc2ccc(-n3cccc3)cc2)cc1 was read as ATG4B inh -0.4, CCR6 antag 9.7, EBI2 block 1.8, UBC13 polyUb 1.2, APJ agonist -1.6, CXCR6 block -3.5, Gli-Sufu antag 0.7 and APJ antag 1.6.
For CCN(CC(=O)Nc1cc(Cl)cc(Cl)c1)CC(=O)NC1CCS(=O)(=O)C1 (centres undefined) the results were ATG4B inh -0.5, CCR6 antag -5.8, EBI2 block 5.0, UBC13 polyUb 6.5, APJ agonist -0.8, CXCR6 block -6.1, Gli-Sufu antag -8.7 and APJ antag 0.2.
Screening Cn1c(CSCc2ccc(Cl)cc2Cl)n[nH]c1=S returned ATG4B inh 2.8, CCR6 antag 1.6, EBI2 block 3.5, UBC13 polyUb -4.8, APJ agonist -2.6, CXCR6 block -0.3, Gli-Sufu antag 8.4 and APJ antag 7.7.
For COc1cc(/C=N/n2c(C3CCCCC3)n[nH]c2=S)cc(Br)c1O the results were ATG4B inh -1.6, CCR6 antag 14.5, EBI2 block 0.6, UBC13 polyUb -1.1, APJ agonist -2.7, CXCR6 block 0.8, Gli-Sufu antag -5.9 and APJ antag 0.6.
Screening CCCc1nc2sc3c(c2c(=O)n1NC(=O)c1ccco1)CC(C)(C)OC3 returned ATG4B inh 2.8, CCR6 antag 8.3, EBI2 block 3.6, UBC13 polyUb 2.7, APJ agonist -0.3, CXCR6 block 1.8, Gli-Sufu antag -9.2 and APJ antag 11.0.
`CCOC(=O)CN1C(=O)C(O)(c2c(C)[nH]c3ccccc23)c2ccccc21` (centres undefined) gave ATG4B inh -7.4, CCR6 antag -24.6, EBI2 block -8.7, UBC13 polyUb -10.2, APJ agonist 8.9, CXCR6 block 2.1, Gli-Sufu antag 3.8 and APJ antag 3.5.
`CCOc1ccc(CNC(=O)CCCOc2cc(=O)n(C)c3ccccc23)cc1` gave ATG4B inh -17.0, CCR6 antag -6.0, EBI2 block 6.5, UBC13 polyUb -3.0, APJ agonist 4.2, CXCR6 block -6.1, Gli-Sufu antag 3.0 and APJ antag 13.1.
COc1ccc(C(=O)OCC[N+]2(C)CCOCC2)cc1 was read as ATG4B inh 3.5, CCR6 antag -4.8, EBI2 block -10.6, UBC13 polyUb 3.2, APJ agonist -2.7, CXCR6 block 13.9, Gli-Sufu antag 2.3 and APJ antag 1.9.
`NS(=O)(=O)c1ccc(NC(=O)c2ccc3c(c2)OCO3)cc1` gave ATG4B inh 0.8, CCR6 antag 18.7, EBI2 block 1.3, UBC13 polyUb 6.8, APJ agonist -2.4, CXCR6 block -8.5, Gli-Sufu antag -7.2 and APJ antag 8.9.
CCCCOc1ccc(C(=O)OCC(=O)Nc2cc(C)c(C)cc2[N+](=O)[O-])cc1 was read as ATG4B inh -8.2, CCR6 antag -16.9, EBI2 block -3.9, UBC13 polyUb -2.9, APJ agonist -2.9, CXCR6 block 4.5, Gli-Sufu antag -3.8 and APJ antag 9.5.
COc1ccccc1-c1oc2ccccc2c1-c1ccc2c(c1)OCO2 was read as ATG4B inh 37.2, CCR6 antag 12.8, EBI2 block 7.2, UBC13 polyUb 10.0, APJ agonist -3.5, CXCR6 block 4.4, Gli-Sufu antag -11.2 and APJ antag 7.2.
COC(=O)c1ccc(C2C(Oc3ccc(OC)cc3)C(=O)N2CCc2ccc(F)cc2)cc1 (centres undefined) was read as ATG4B inh -0.3, CCR6 antag -10.2, EBI2 block 42.2*, UBC13 polyUb -0.1, APJ agonist -2.2, CXCR6 block -0.8, Gli-Sufu antag -7.8 and APJ antag 17.2.
COc1cc(C2CC(=O)Oc3cc(OC)c(OC)c(OC)c32)cc(OC)c1OC (centres undefined) was read as ATG4B inh -0.8, CCR6 antag 10.2, EBI2 block -10.8, CXCR6 block -9.6 and Gli-Sufu antag 3.7.
`O=C(Nc1ccccc1)/C(=C\c1ccco1)NC(=O)c1ccco1` gave ATG4B inh 6.2, CCR6 antag -4.5, EBI2 block 7.2, UBC13 polyUb -3.0, APJ agonist -0.1, CXCR6 block -4.9, Gli-Sufu antag -12.3 and APJ antag 9.8.
FC(F)(F)c1ccccc1CN1CCCC(N2CCN(c3ccccc3)CC2)C1 (centres undefined) was read as ATG4B inh 8.6, CCR6 antag 20.3, EBI2 block 7.9, UBC13 polyUb -7.4, APJ agonist -1.2, CXCR6 block -23.1, Gli-Sufu antag -21.8 and APJ antag 4.3.
Screening COc1ccccc1OCCNC(=O)C(CCSC)NS(=O)(=O)c1ccccc1F (centres undefined) returned ATG4B inh -2.6, CCR6 antag 13.6, EBI2 block -15.2, UBC13 polyUb 12.3, APJ agonist -2.1, CXCR6 block -4.3, Gli-Sufu antag 8.3 and APJ antag -6.9.
CN(CC(=O)N1CCN(c2ccccc2)CC1)S(=O)(=O)c1cccs1 was read as ATG4B inh -1.6, CCR6 antag 17.1, EBI2 block -8.7, UBC13 polyUb 5.3, APJ agonist -1.7, CXCR6 block 3.6, Gli-Sufu antag -16.4 and APJ antag 1.5.
For O=C(NC(=S)Nc1ccc(Br)cn1)c1cccs1 the results were ATG4B inh 0.7, CCR6 antag 16.4, EBI2 block 2.1, UBC13 polyUb 2.5, APJ agonist -4.5, CXCR6 block 13.3, Gli-Sufu antag -107.1 and APJ antag 18.8.
`COCCCN1C(=O)C2C(C(=O)Nc3cc(C)cc(C)c3)C3C=CC2(O3)C1C(=O)NC1CCCCC1` (centres undefined) gave ATG4B inh -5.2, CCR6 antag 3.1, EBI2 block -14.6, UBC13 polyUb 1.7, APJ agonist -2.2, CXCR6 block -7.7, Gli-Sufu antag -22.7 and APJ antag 14.4.
For CC(C)NS(=O)(=O)c1ccc(CCC(=O)N2CCOCC2)cc1 the results were ATG4B inh -9.9, CCR6 antag 3.1, EBI2 block 1.5, UBC13 polyUb 9.0, APJ agonist -1.0, CXCR6 block -1.2, Gli-Sufu antag -3.5 and APJ antag 12.4.
Screening CCc1cccc(CC)c1NC(=O)Cn1c(-c2ccc(F)cc2)noc1=O returned ATG4B inh -1.6, CCR6 antag 4.7, EBI2 block 2.6, UBC13 polyUb 0.5, APJ agonist -1.8, CXCR6 block 5.2, Gli-Sufu antag -14.6 and APJ antag 9.6.
COc1cccc(NC(=O)CN(C)C(=O)CCN2C(=O)C3CC=CCC3C2=O)c1 (centres undefined) was read as ATG4B inh -5.5, CCR6 antag 11.4, EBI2 block -1.2, UBC13 polyUb 1.6, APJ agonist -3.3, CXCR6 block 2.3, Gli-Sufu antag -3.6 and APJ antag -24.8.
Screening CC1CCC2(CC1)Nc1ccccc1C(=O)N2c1ccccc1 (centres undefined) returned ATG4B inh 8.0, CCR6 antag 0.9, EBI2 block 0.5, UBC13 polyUb 14.8, APJ agonist -4.1, CXCR6 block -0.9, Gli-Sufu antag -34.4 and APJ antag -4.5.
CC(=O)Nc1nnc(SCc2cccc(F)c2)s1 was read as ATG4B inh 2.7, CCR6 antag 5.1, EBI2 block -4.9, UBC13 polyUb 0.0, APJ agonist -1.2, CXCR6 block -0.5, Gli-Sufu antag -17.7 and APJ antag 17.2.
For COc1cc(C(=O)Nc2cccc3c2CCCC3)cc(OC)c1OC the results were ATG4B inh 4.7, CCR6 antag 2.5, EBI2 block -9.6, UBC13 polyUb -3.3, APJ agonist -2.1, CXCR6 block 11.5, Gli-Sufu antag 9.8 and APJ antag 11.0.
CC(C)NS(=O)(=O)c1ccc(CCC(=O)NCc2ccncc2)cc1 was read as ATG4B inh 5.4, CCR6 antag 14.9, EBI2 block 6.8, UBC13 polyUb -0.9, APJ agonist -2.2, CXCR6 block -3.6, Gli-Sufu antag -11.8 and APJ antag 6.2.
For CCN(CC)C1=C(Cl)C(=O)C(Cl)C12OCCO2 (centres undefined) the results were ATG4B inh -2.1, CCR6 antag -6.7, EBI2 block -7.2, UBC13 polyUb -0.3, APJ agonist -4.9, CXCR6 block 4.2, Gli-Sufu antag -9.2 and APJ antag 6.8.
Screening CN(C)c1ccc(C(=O)N2CCN(C(=O)C3CCCO3)CC2)cc1 (centres undefined) returned ATG4B inh 1.7, CCR6 antag 6.4, EBI2 block 3.7, UBC13 polyUb -3.0, APJ agonist -0.7, CXCR6 block -0.8, Gli-Sufu antag 6.1 and APJ antag 20.4.
Cc1ccc(NC(=O)NCCCN2CCCC2=O)cc1 was read as ATG4B inh 4.3, CCR6 antag -5.8, EBI2 block -7.1, UBC13 polyUb 0.5, APJ agonist -2.4, CXCR6 block 8.7, Gli-Sufu antag -6.3 and APJ antag -10.9.
Screening CCC(CC)C(=O)c1c[nH]c(C(=O)NCC2CCCO2)c1 (centres undefined) returned ATG4B inh -9.1, CCR6 antag 3.6, EBI2 block -8.1, UBC13 polyUb 1.1, APJ agonist -1.8, CXCR6 block -12.2, Gli-Sufu antag 1.6 and APJ antag 10.6.
`CC1CCCN(c2ccc([N+](=O)[O-])cc2C(=O)c2ccccc2)C1` (centres undefined) gave ATG4B inh 1.3, CCR6 antag 37.6, EBI2 block 14.5, UBC13 polyUb 5.0, APJ agonist -4.6, CXCR6 block 17.5, Gli-Sufu antag 44.4 and APJ antag 13.8.
Screening COc1ccc(NC2CC(=O)N(C(C)C)C2=O)cc1 (centres undefined) returned ATG4B inh 0.9, CCR6 antag 11.6, EBI2 block 3.4, UBC13 polyUb -21.6, APJ agonist -1.7, CXCR6 block 0.3, Gli-Sufu antag -79.0 and APJ antag -3.5.
For CCN1C2OC3OC4C(OC3OC2N(CC)S1(=O)=O)N(CC)S(=O)(=O)N4CC (centres undefined) the results were ATG4B inh -4.3, CCR6 antag 7.9, EBI2 block 2.2, UBC13 polyUb 0.6, APJ agonist -2.9, CXCR6 block -0.9, Gli-Sufu antag -16.4 and APJ antag -0.4.
O=C1OCCN1C(=O)[C@H]1[C@H](c2ccccc2)C(c2cccc(Cl)c2)=NN1c1ccccc1 was read as ATG4B inh 7.7, CCR6 antag -3.2, EBI2 block -1.1, CXCR6 block -4.6 and Gli-Sufu antag 6.1.

Compounds as they come; 3% or so of the library scored in one or more.
